Screening results (PubChem BioAssay)
HTR2A ag – mouse HTR2A agonism via beta-arrestin recruitment; actives 0.66% (n = 360,000); activation, % at 7.6 µM; P35363; CHO-K1 mHTR2A beta-arrestin complementation, luminescence; percent of 30 µM serotonin response; AID 624169;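 active = activation above a run cutoff, the mean activation of all tested compounds plus 3 SD, cut at about 14% in these data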;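 note: 0% = plate median of compound wells and 100% = 30 µM serotonin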
ABHD5 PLIN5 PPI – inhibitors of human ABHD5-perilipin-5 interaction; inhibition, % at 4 µM; Split G. princeps luciferase complementation, luminescence, 4 h; Q00G26+Q8WTS1; actives 0.78% (n = 360,000);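 active = inhibition above the mean inhibition across every tested compound plus 3 SD, cut at about 22% in these data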;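 note: 0% = DMSO only wells and the 100% control is not disclosed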
Target sequence (Q00G26 whole entry, looked up): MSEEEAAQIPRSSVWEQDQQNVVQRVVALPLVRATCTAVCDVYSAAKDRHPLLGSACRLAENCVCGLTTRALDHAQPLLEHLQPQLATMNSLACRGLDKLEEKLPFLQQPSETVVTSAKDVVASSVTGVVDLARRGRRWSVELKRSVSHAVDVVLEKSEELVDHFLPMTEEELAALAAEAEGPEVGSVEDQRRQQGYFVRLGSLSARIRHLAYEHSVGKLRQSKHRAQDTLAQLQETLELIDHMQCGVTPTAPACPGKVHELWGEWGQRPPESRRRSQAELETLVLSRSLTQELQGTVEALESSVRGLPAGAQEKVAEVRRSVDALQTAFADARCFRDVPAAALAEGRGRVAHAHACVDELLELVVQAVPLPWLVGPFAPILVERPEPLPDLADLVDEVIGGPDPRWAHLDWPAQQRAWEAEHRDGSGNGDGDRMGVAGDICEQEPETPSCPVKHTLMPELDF
Target sequence (Q8WTS1 whole entry, looked up): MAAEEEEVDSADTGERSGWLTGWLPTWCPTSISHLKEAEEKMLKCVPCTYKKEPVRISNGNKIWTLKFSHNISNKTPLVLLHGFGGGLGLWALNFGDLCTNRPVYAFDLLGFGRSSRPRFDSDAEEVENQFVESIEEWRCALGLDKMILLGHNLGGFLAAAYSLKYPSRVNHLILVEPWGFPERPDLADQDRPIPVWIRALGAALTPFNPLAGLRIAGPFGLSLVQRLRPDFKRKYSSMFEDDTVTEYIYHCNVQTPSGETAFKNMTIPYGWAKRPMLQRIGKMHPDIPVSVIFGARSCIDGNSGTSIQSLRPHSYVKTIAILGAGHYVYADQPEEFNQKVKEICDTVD
Cardio protect – modulators protecting cardiomyocytes from myocardial damage | protection from H2O2 cell death, % at 20 µM | AID 588492 | actives 0.63% (n = 360,000) | H9c2 cardiomyocytes, H2O2 injury protection, ATPLite, 2 h;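 active = compounds giving at least 50% protection of heart cells from peroxide-induced death in the single-dose screen, raw or plate-pattern-corrected value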;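 note: 0% = DMSO wells with peroxide and 100% = DMSO wells without peroxide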
SRC2 inh – inhibits human steroid receptor coactivator 2; Q15596; actives 0.17% (n = 370,000); inhibition, % at 9 µM; HEK293 GAL4-SRC2 luciferase reporter, luminescence;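 active = inhibition above the mean inhibition of all tested compounds plus 3 SD, set per campaign, cut at about 52% in these data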;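 note: 0% = DMSO treated cells and 100% = cells given Gossypol at 36 µM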
MC4R antagonist – antagonists of human melanocortin 4 receptor (MC4R); P32245; actives 0.48% (n = 360,000); MC4R-expressing cells, MTII-stimulated cAMP, LANCE TR-FRET; inhibition, % at 6.5 µM; AID 540295;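 active = inhibition above its plate's cutoff, the mean of tested wells on that plate plus 3 SD, cut at about 29% in these data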;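 note: 0% = Melanotan II alone and 100% = Melanotan II plus saturating MCL0020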
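System – human MC4R-expressing U2OS cells · Also added – Melanotan II · Dosing – one concentration, 6.5 µM nominal · Timing – 30-min compound, 1-h challenge, 1-h detection, room temperature · Measured by – Eu-cAMP/anti-cAMP TR-FRET, emission 671 nm · Replicates – singlicate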
Glyco luc inh – blocks N-linked glycosylation in D54 reporter cells. actives 0.23% (n = 360,000). D54 ERlucT glycosylation luciferase reporter, 24 h; percent of 100 nM tunicamycin response. reporter increase, % at 12.5 µM;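 active = mean luciferase reporter signal, scaled so untreated is 0 and the glycosylation-blocking control 100, at or above a set limit in every replicate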;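 note: luciferase carries N-glycosylation sites so blocking glycosylation raises the light; 0% = median of neutral control wells and 100% = median of 100 nM tunicamycin wells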
MC4R ag barr – human MC4R agonism via beta-arrestin; P32245; U2OS MC4R beta-arrestin complementation, luminescence; percent of melanotan II response, DMSO zero; activation, % at 8.9 µM; actives 0.98% (n = 360,000);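 active = activation above a per-plate cutoff, the mean activation of sample wells on that plate plus 3 SD, cut at about 8% in these data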
NOD2-RIPK2 inh – NOD2-RIPK2 protein interaction inhibition; O43353; CHO BLA complementation NOD2-RIPK2, CCF4 ratio; inhibition, % at 4.98 µM; actives 0.38% (n = 360,000); AID 624267; in the data active = inhibition above about 21%;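 note: 0% = vehicle only and 100% = reference blocker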
ABCB6 inh MLPCN – blocks the human ABCB6 transporter; fluorescence ratio to DMSO, % at 10 µM; AID 602162; actives 0.19% (n = 360,000); K562-ABCB6 porphyrin accumulation, flow cytometry, 1 h; hits give low values; Q9NP58;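 active = fluorescence ratio to DMSO below 75%, the collection mean minus 3 SD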;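 note: signal is porphyrin accumulated inside mitochondria; 100% equals median channel fluorescence of DMSO control wells; lower ratio means ABCB6 inhibition with less porphyrin fluorescence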
TLR9-MyD88 block – blocks human TLR9 binding to MyD88; CHO BLA complementation TLR9-MyD88, CCF4 FRET ratio; AID 504734; Q9NR96+Q99836; inhibition, % at 4.98 µM; actives 0.21% (n = 340,000);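 active = inhibition above the mean over all tested compounds plus 3 SD, cut at about 21% in these data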;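 note: 0% = DMSO only wells and 100% = clavulanate BLA inhibitor control wells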
Active calls of the source: *; · = no result given. Some of the compounds tested; count on the stated rates, not on these rows.

#	canonical_smiles	HTR2A ag	ABHD5 PLIN5 PPI	Cardio protect	SRC2 inh	MC4R antagonist
1	Clc1ccc(Oc2cnns2)c(Cl)c1	2	-3	5	-24	-11
2	O=C(NCC1CCCO1)c1ccc(COc2ccc(Cl)cc2)cc1 (configuration not stated)	-1	8	-11	4	0
3	CCOC(=O)Cc1cc(=O)n(-c2nc3ccccc3s2)[nH]1	-2	2	-5	-27	-3
4	COc1cc(/C=C/c2cc(C(=O)O)c3ccccc3n2)ccc1OC(F)F	6	4	-13	17	-6
5	CC1CN(C(=O)COC(=O)c2cccc(NS(=O)(=O)c3ccccc3)c2)CC(C)O1 (configuration not stated)	11	11	-3	-17	-1
6	Cc1cc(OCC(=O)NC2CCN(Cc3ccccc3)CC2)c2c(C)cc(=O)oc2c1	-7	1	6	-14	1
7	COc1ccc(C(C#N)CC(=O)c2ccc(OC)c(OCc3ccccc3)c2)cc1OC (configuration not stated)	5	3	6	-5	9
8	Clc1ccccc1Cc1noc(CN2CCN3CCCC3C2)n1 (configuration not stated)	-5	0	-17	3	7

#	Glyco luc inh	MC4R ag barr	NOD2-RIPK2 inh	ABCB6 inh MLPCN	TLR9-MyD88 block
1	0	1.9	8	98	-3
2	-3	1.4	4	101	2
3	1	-1.7	-14	95	1
4	-1	1.6	-6	86	-2
5	-1	-1.9	-15	94	12
6	-4	-1.6	-1	95	-10
7	1	-1.3	1	97	-1
8	0	-3.0	-1	100	8

Values in list order from above:
HTR2A ag, entries 1 to 8 → 2, -1, -2, 6, 11, -7, 5, -5
Glyco luc inh, entries 1 to 8 → 0, -3, 1, -1, -1, -4, 1, 0

Continuation:
#	canonical_smiles	HTR2A ag	ABHD5 PLIN5 PPI	Cardio protect	SRC2 inh	MC4R antagonist
9	Cc1ccc(N=C2NC(=O)/C(=C\c3cccs3)S2)cc1C	1	-2	-6	-24	14
10	Cc1ccc2c(c1)C(O)(c1c(C)[nH]c3ccccc13)C(=O)N2 (configuration not stated)	-2	-4	8	-5	2
11	CCCC(O)(CCC)C(=O)NNc1ccccc1	-2	0	-6	-2	-3
12	c1ccc2[nH]c(CSc3nc4ccccc4s3)nc2c1	6	0	-33	-17	-8
13	COc1cc(-c2cc3nc4ccccc4n3c(N)c2C#N)cc(OC)c1OC	3	-1	36	15	-18
14	CC(C)n1ncc2c(C(=O)NCCc3ccc(F)cc3)cc(C3CC3)nc21	-6	-2	-4	21	8
15	Cc1ccc(S(=O)(=O)N2CCC(C(=O)OCC(=O)N3CCCC(C)C3)CC2)cc1C (configuration not stated)	3	1	-6	14	-5
16	CN(C1CCCCC1)S(=O)(=O)c1cccc2nsnc12	3	0	-2	3	6

#	Glyco luc inh	MC4R ag barr	NOD2-RIPK2 inh	ABCB6 inh MLPCN	TLR9-MyD88 block
9	0	1.8	-14	92	-4
10	-1	-0.4	2	98	-8
11	2	-1.9	0	102	0
12	-3	-1.6	-3	106	1
13	12	-1.4	-12	98	1
14	2	-0.8	3	99	-3
15	2	-1.8	-4	95	-41
16	-3	-2.2	-10	99	14

Next part:
#	canonical_smiles	HTR2A ag	ABHD5 PLIN5 PPI	Cardio protect	SRC2 inh	MC4R antagonist
17	CCCCNc1c(-c2ccc(Sc3ccc(OC)cc3)cc2)nc2cc(C)ccn12	-16	-3	-25	-41	24
18	N/C(=N\OC(=O)c1ccc2ccccc2c1)c1ccccn1	3	-4	-21	38	11
19	CCC(=O)Nc1ccc2c(c1)Cc1cc(NC(=O)CC)ccc1-2	-5	-5	-2	-24	3
20	CCN(CC)c1ccc(C(=O)OCC(=O)Nc2ncccn2)cc1	-1	-10	-2	-39	10
21	CCn1c(/C=N/NC(=O)c2ccc(OC)cc2)nc2ccccc21	3	1	51*	-3	6
22	CCOC(=O)C1CCCN(/C=C2\SC(=S)N(CC)C2=O)C1 (configuration not stated)	-3	-12	-2	-1	13
23	COc1ccc(NC(=O)C#Cc2ccccc2)cc1	-7	-7	-8	-38	14
24	O=C(CCCCCn1nnc2ccccc2c1=O)Nc1ccccc1Cl	0	-1	-3	-2	28

#	Glyco luc inh	MC4R ag barr	NOD2-RIPK2 inh	ABCB6 inh MLPCN	TLR9-MyD88 block
17	-3	-1.1	19	93	8
18	-20	1.0	-4	119	-3
19	0	-2.1	-1	94	-3
20	-2	0.1	-2	100	-5
21	-1	0.6	2	95	6
22	1	-1.9	-6	94	0
23	-5	-1.5	-2	98	-2
24	4	0.0	-16	97	-2

Carrying on.
#	canonical_smiles	HTR2A ag	ABHD5 PLIN5 PPI	Cardio protect	SRC2 inh	MC4R antagonist
25	COc1cccc(-c2nnc(SCC(=O)N3CCCC3=O)n2-c2ccccc2)c1	-2	2	-3	2	9
26	CCc1nc2c(OCc3ccc(Cl)cc3Cl)cccn2c1N(C)C(=O)c1ccccc1F	-2	7	1	-3	0
27	CC(OC(=O)c1cc[n+]([O-])cc1)C(=O)NCc1ccccc1 (configuration not stated)	1	-8	6	-15	14
28	Cc1nc2scc(C)n2c(=O)c1S(=O)(=O)Nc1ccc(N2CCOCC2)c(Cl)c1	9	-2	-10	0	9
29	Cc1ccc2c(C)ccc(O)c2n1	-5	-7	14	-8	-1
30	O=C(Cn1c(=O)c2sccc2n(Cc2ccc([N+](=O)[O-])cc2)c1=O)NCCc1ccccc1	-2	2	1	-3	8
31	Cc1ccc(-c2cc(C(=O)N3CCCc4ccccc43)c3ccccc3n2)cc1	-5	1	-18	-17	8
32	CCCCN(C)C(=O)CNC(=O)c1nn(-c2ccc(OC)cc2OC)c(=O)c2ccccc12	0	2	0	-12	8

#	Glyco luc inh	MC4R ag barr	NOD2-RIPK2 inh	ABCB6 inh MLPCN	TLR9-MyD88 block
25	1	-2.2	-6	100	8
26	3	-2.5	-2	92	·
27	-1	3.9	5	103	2
28	-1	1.2	-3	102	-4
29	3	-2.2	5	99	-3
30	-1	0.1	-4	96	2
31	-2	-0.1	-7	92	-1
32	-3	-0.6	-1	94	12

Following part:
#	canonical_smiles	HTR2A ag	ABHD5 PLIN5 PPI	Cardio protect	SRC2 inh	MC4R antagonist
33	Cc1ccc(C(=O)N(C)CC(=O)Nc2cccc(F)c2)cc1S(=O)(=O)N1CCCCC1	9	4	-4	17	11
34	Cc1sc2nc(SCC(=O)N3CC(C)OC(C)C3)n(C)c(=O)c2c1C (configuration not stated)	0	-6	-7	5	17
35	O=C(COC(=O)c1cccnc1Cl)Nc1cc(S(=O)(=O)N2CCCCCC2)ccc1Cl	-11	-7	-18	2	5
36	Cn1c(SCc2cc([N+](=O)[O-])cc3c2OCOC3)nnc1-c1ccccn1	3	3	14	-6	0
37	COc1ccccc1-n1nnnc1S(=O)(=O)Cc1ccc(Cl)cc1	-7	28*	-20	30	18
38	COc1ccc(NC(=O)c2cc(C(C)C)on2)cc1OC	-1	1	6	-35	1
39	Cc1cccn2c(=O)c3cc(C(=O)NC4CCCC4)sc3nc12	1	13	9	-28	5
40	CCCCc1nc(NCc2ccccc2)c(C#N)c2c1CCCC2	-2	-2	-7	-14	9

#	Glyco luc inh	MC4R ag barr	NOD2-RIPK2 inh	ABCB6 inh MLPCN	TLR9-MyD88 block
33	0	-0.4	4	102	-8
34	-2	-0.8	3	101	-2
35	-1	-1.1	1	101	0
36	1	-1.0	-6	102	5
37	-3	-1.3	6	94	-4
38	3	0.1	-10	106	1
39	2	-1.0	2	102	-7
40	-7	-2.6	-3	102	5

Some of the entries so far, as a markdown table:
| entry | compound | HTR2A ag | ABHD5 PLIN5 PPI | Cardio protect | SRC2 inh | MC4R antagonist | Glyco luc inh | MC4R ag barr | NOD2-RIPK2 inh | ABCB6 inh MLPCN | TLR9-MyD88 block |
| --- | --- | --- | --- | --- | --- | --- | --- | --- | --- | --- | --- |
| 34 | Cc1sc2nc(SCC(=O)N3CC(C)OC(C)C3)n(C)c(=O)c2c1C (configuration not stated) | 0 | -6 | -7 | 5 | 17 | -2 | -0.8 | 3 | 101 | -2 |
| 38 | COc1ccc(NC(=O)c2cc(C(C)C)on2)cc1OC | -1 | 1 | 6 | -35 | 1 | 3 | 0.1 | -10 | 106 | 1 |
| 39 | Cc1cccn2c(=O)c3cc(C(=O)NC4CCCC4)sc3nc12 | 1 | 13 | 9 | -28 | 5 | 2 | -1.0 | 2 | 102 | -7 |

Only MC4R antagonist, for two of the compounds above:
No.	mol	MC4R antagonist
38	COc1ccc(NC(=O)c2cc(C(C)C)on2)cc1OC	1
39	Cc1cccn2c(=O)c3cc(C(=O)NC4CCCC4)sc3nc12	5

Additional structures.
#	canonical_smiles	HTR2A ag	ABHD5 PLIN5 PPI	Cardio protect	SRC2 inh	MC4R antagonist
41	COc1ccc([N+](=O)[O-])cc1NC(=O)N(C)Cc1ccco1	6	1	-4	1	21
42	O=C(CCl)Nc1ccc(N=Nc2ccccc2)cc1	-3	5	-5	-112	27
43	CCn1cc(CN2CCC(n3nccc3NC(=O)c3ccc(OC)cc3)CC2)cn1	-4	15	0	7	2
44	COC(CNC(=O)CSCc1nc(-c2ccc(SC)cc2)oc1C)OC	0	0	-3	-16	18
45	CC1CCN(C(=O)Cn2c(=O)n(Cc3ccc4c(c3)OCO4)c(=O)c3ccccc32)CC1	3	-6	9	-63	1
46	CC(C)NC(=O)N(C)C[C@@H]1OCCCC[C@@H](C)Oc2ccc(NC(=O)Nc3ccc(F)cc3)cc2C(=O)N([C@H](C)CO)C[C@@H]1C	1	6	-4	6	·
47	CC(C)(C)n1nc2c(c1NC(=O)COc1ccc(Cl)cc1)CSC2	-4	-1	-7	·	18
48	Cc1ccc2nc(-c3ccc(Cl)cc3)c(Cc3ccccc3C(F)(F)F)n2c1	0	-5	-4	-82	·
49	CSc1nc2ccccc2n1C(=O)Oc1ccccc1	5	-2	1	-16	2

#	Glyco luc inh	MC4R ag barr	NOD2-RIPK2 inh	ABCB6 inh MLPCN	TLR9-MyD88 block
41	0	-0.4	-7	98	2
42	-7	-1.8	2	103	3
43	1	2.2	-8	95	-8
44	1	1.1	-7	103	-5
45	-1	-0.4	6	95	-9
46	1	·	-12	101	·
47	-3	0.5	-2	93	-2
48	-2	·	-19	100	·
49	3	-2.1	1	102	-1
